Chronic BCR inh – inhibitors of chronic active B-cell receptor signaling; Potency, µM (highest dose often 46.1 µM), inactives show at the highest dose ratio change, negative = lower green/red ratio, most hits filed as inhibitors; ABC-DLBCL IkBa-CBG/CBR reporter, luminescence ratio, 4 h; hit rate 0.05% among 340,000; AID 493014; active = well fitted inhibition curve with a large enough effect in the signal ratio, with a control signal flat, not every such curve was filed as active; inconclusive = small, poorly fitted or top-dose-only effect, or effect the other way, or a change in a side signal; the % refers to the signal ratio;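 also: potency is read from the fitted curve at half-maximal effect; plate controls were basal doxycycline-induced cells for no effect and cells given 10 µM MG132 for full effect; MG132 reads +100%, hits lower the ratio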
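TMD8 ABC-DLBCL cells carrying doxycycline-inducible green luciferase fused to IkappaBalpha plus unfused red luciferase were exposed to compounds (up to 46 uM) for 4 hrs at 37C. Activity came from the overlap-corrected green/red luminescence ratio.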
TSHR antagonist – antagonists of human thyroid stimulating hormone receptor; activity change, negative = inhibition, % at 11.5 µM; hit rate 0.2% among 330,000; P16473; TSHR-expressing cells, TSH-stimulated cAMP HTRF, 2 h; stronger effect = lower value; AID 504810;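 active = activity change below a set negative limit, meaning inhibition stronger than a set level, cut at about -70% in these data; inconclusive = activity change between two set negative limits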; also: % is scaled to controls: 0 for no effect and ±100 for the full control effect
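Antagonism was scored as loss of TSH-driven cAMP in TSHR cells, stimulated with 4nM TSH (EC80) for 2 hours at 37 deg C and detected by homogeneous HTRF competition immunoassay.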
Tb PFK block – T. brucei PFK enzyme inhibition | hit rate 0.17% among 330,000 | Potency, µM (highest dose often 57.5 µM), for inactives: at the highest dose activity, negative = inhibition, most hits filed as inhibitors | O15648 | T. brucei PFK, ADP-Glo luminescence;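 also: potency is read from the fitted curve at half-maximal effect; 0% = uninhibited 1x PFK enzyme wells and -100% = no-enzyme wells; nearly all actives have a fitted effect of over 60% in size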
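In TEA buffer at pH 8.0 with 5 mM MgCl2, enzyme (1.25 nM) converted F6P (0.5 mM) and ATP (0.1 mM) for 45 min at room temperature. ADP product was read by luciferase luminescence.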
PTAP TSG101 blk – blocks PTAP/TSG101 interaction to inhibit HIV-1 budding | Q99816 | Fluorescence polarization, FITC-PTAP peptide / Tsg101 binding | Potency, µM (series often up to 115 µM), for the others: at the highest dose activity change, negative = inhibition, hits mostly inhibitors | 340,000 tested, under 10 active; active = well fitted inhibition curve with a large enough effect in the main read-out, with a control signal flat, not every such curve was filed as active; inconclusive = small, poorly fitted or top-dose-only effect, or effect the other way, or a change in a side signal; inactive = no such curve, though single readings can be large or run the other way; also: potency is read from the fitted curve at half-maximal effect; % of control where 0% means no effect
Target sequence (Q99816 whole entry, looked up): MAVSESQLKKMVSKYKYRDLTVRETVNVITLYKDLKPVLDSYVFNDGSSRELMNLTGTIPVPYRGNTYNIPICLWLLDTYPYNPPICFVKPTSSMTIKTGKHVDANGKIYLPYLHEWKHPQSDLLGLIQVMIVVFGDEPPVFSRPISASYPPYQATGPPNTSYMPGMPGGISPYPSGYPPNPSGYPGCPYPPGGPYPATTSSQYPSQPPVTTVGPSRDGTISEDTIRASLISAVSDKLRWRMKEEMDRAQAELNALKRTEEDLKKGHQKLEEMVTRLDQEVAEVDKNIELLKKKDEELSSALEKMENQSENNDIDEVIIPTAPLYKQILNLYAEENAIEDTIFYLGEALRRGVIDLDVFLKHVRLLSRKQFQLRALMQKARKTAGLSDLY
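Tsg101 binding domain (10 uM final) was mixed with compound and a FITC-labeled PTAP peptide (50 nM final) in HEPES pH 7.5 buffer with NaCl, Tween 20, EDTA and TCEP; fluorescence polarization was read after 20 min at r.t.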
Eya2 phos inh – blocks the phosphatase activity of human Eya2; AID 488837; O00167; hit rate 0.006% among 330,000; Potency, µM (titrated, usually from 76.9 µM), without a hit: at the highest dose activity, negative = inhibition, hits mostly inhibitors; recombinant Eya2, OMFP fluorescence dephosphorylation (OMFP is methylfluorescein phosphate); also: potency is read from the fitted curve at half-maximal effect; % is scaled to controls: 0 for no effect and ±100 for the full control effect
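Eya2 protein (added as 0.2 uM solution) was preincubated with compound for 10 min at ambient temperature in 50 mM HEPES pH 7.5, 50 mM NaCl, 5 uM MgCl2, 0.05% BSA, 1 mM DTT. OMFP (added at 50 uM) then reacted 10 min; fluorescence read at 485/525 nm.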
A-T KAP1 phos – potential ataxia-telangiectasia treatment. […] A-T fibroblasts, KAP-1 phosphorylation AlphaLISA; neocarzinostatin DNA damage 30 min before lysis. Potency, µM (series often up to 57.5 µM), without a hit: top-dose activation, actives largely listed as activators. hit rate 0.19% among 320,000. AID 485349; also: potency is read from the fitted curve at half-maximal effect; % of control where 0% means no effect; nearly all actives have a fitted effect of over 45% in size
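hTERT-immortalized A-T patient fibroblasts ([…]), 500 cells/well in OPTI-MEM, 1% FBS, got compounds for 60 min, then NCS for 30 min at 37C. Lysates were then assayed for phospho-KAP-1 by AlphaLISA (anti-pKAP1 donor, anti-KAP1 acceptor beads), 6 hr at 25C.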
ELG1 DNA repair – inhibitors of ELG1-dependent DNA repair in HEK293T cells | HEK293T ELG1-luciferase reporter, luminescence, 16 h; DNA damage induced by 5-fluorouridine | hit rate 2.3% among 330,000 | Potency, µM (series often up to 46.1 µM), without a hit: at the top dose activity change, negative = inhibition, actives largely listed as inhibitors; also: potency is read from the fitted curve at half-maximal effect; % is scaled to controls: 0 for no effect and ±100 for the full control effect; nearly all actives have a fitted effect of over 55% in size
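Reporter activity after DNA damage by 5-fluorouridine is monitored. Compound-treated cells incubate 16 hr at 37 °C, then ONE-Glo is added for 30 min before luminescence reading.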
TCR activator – activates T cell receptor signaling. primary human leukocytes, anti-CD3, IL-2 HTRF, 48 h. Potency, µM (top dose mostly 9.22 µM), for inactives: at the top dose activation of IL-2 secretion, most hits filed as activators. 330,000 tested, under 10 active. AID 504894; also: % of control where 0% means no effect
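1) Mix primary human leukocytes, a-CD3 beads and compound. 2) Incubate 48 hr. 3) Add HTRF IL-2 reagents (a-IL-2-K, a-IL-2-d2).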
Integrin act MD – integrin-mediated muscular dystrophy alleviation activation; alpha7betagal myoblasts, beta-gal FDG fluorescence, 48 h; Potency, µM (series often up to 38.3 µM), without a hit: at the top dose activation, hits mostly activators; hit rate 0.064% among 350,000;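 also: potency is read from the fitted curve at half-maximal effect; 100% = response of the positive control SU9516; nearly all actives have a fitted effect of over 60% in size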
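Alpha7betagal+/- myoblasts (passage 13) were plated 16-24 hr, then exposed to compounds (1:260 dilution of DMSO stock) for 48 hours at 37C. After MPER lysis, β-galactosidase reporter activity was read as FDG fluorescence (ex 480/em 540) after 30 minutes.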
ASM inhibitor – blocks human secretory acid sphingomyelinase. P17405. hit rate 0.006% among 340,000. placental ASM, HMU-PC fluorogenic substrate, 60 min. AID 504937. Potency, µM (top dose mostly 57.5 µM), for inactives: at the highest dose activity change, negative = inhibition, actives largely listed as inhibitors; also: potency is read from the fitted curve at half-maximal effect
Target sequence (P17405 47-631 limits assumed): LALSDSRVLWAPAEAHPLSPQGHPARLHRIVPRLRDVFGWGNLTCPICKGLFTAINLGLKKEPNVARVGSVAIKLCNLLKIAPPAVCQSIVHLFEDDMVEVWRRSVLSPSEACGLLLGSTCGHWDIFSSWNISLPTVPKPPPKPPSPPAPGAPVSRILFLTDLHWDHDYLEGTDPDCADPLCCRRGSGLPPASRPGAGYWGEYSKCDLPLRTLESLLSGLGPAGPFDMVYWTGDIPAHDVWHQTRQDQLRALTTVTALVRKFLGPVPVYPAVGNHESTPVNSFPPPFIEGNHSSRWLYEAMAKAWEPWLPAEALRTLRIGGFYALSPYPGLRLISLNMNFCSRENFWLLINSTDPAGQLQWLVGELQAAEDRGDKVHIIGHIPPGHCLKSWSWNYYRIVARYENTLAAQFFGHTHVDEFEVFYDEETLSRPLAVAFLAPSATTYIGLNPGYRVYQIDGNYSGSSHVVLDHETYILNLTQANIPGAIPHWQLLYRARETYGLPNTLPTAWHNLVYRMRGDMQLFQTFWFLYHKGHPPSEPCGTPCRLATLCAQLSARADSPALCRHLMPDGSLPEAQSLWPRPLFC
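Human placenta-derived ASM preincubated with compound 10 min at room temperature, then reacted with 9 uM (final) fluorogenic HMU-PC substrate for 60 min at 37 C. Stop solution raises pH to 10; fluorescence read at Ex 386/Em 447 nm.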
Mito fusion act – inhibitors of mitochondrial division or activators of mitochondrial fusion | Potency, µM (series often up to 46.1 µM), without a hit: at the highest dose growth rescue (activation), hits mostly activators | hit rate 0.23% among 320,000 | S. cerevisiae fusion-defective mutant growth rescue, CellTiterGlo 48 h | AID 485298;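 also: potency is read from the fitted curve at half-maximal effect; % of control where 0% means no effect; nearly all actives have a fitted effect of over 45% in size; temperature-sensitive fusion mutants such as fzo1-1 at 37 °C on non-fermentable ethanol glycerol medium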
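Compounds are tested for their ability to restore growth of mitochondrial fusion-defective yeast strains at non-permissive 37C in YPEG medium over 48 hours. Viability is quantified by luciferase luminescence.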
* = called active by the depositor; u = inconclusive; x = no result given; [ ] = remark or other dose. Unless noted, calls follow the shape of the dose curve; as a rule, active = well fitted curve in the direction sought with a large enough effect; inconclusive = small, poorly fitted or top-dose-only effect, or another doubt; inactive = no such curve, though single readings can be large; an effect the other way counts as inactive or inconclusive.

SMILES | Chronic BCR inh | TSHR antagonist | Tb PFK block | PTAP TSG101 blk | Eya2 phos inh | A-T KAP1 phos | ELG1 DNA repair | TCR activator | Integrin act MD | ASM inhibitor | Mito fusion act
CC1Cc2nc(SCC(=O)NC3CCCCC3)n(C)c(=O)c2S1 (stereo not given) | 9% | 6 | -14% | -4% | 7% | -5% | 4% | 1% | -14% | 0% | 0%
CSCCC(=O)N1CCC(n2nccc2NC(=O)CCc2ccccc2)CC1 | 2% | 7 | -3% | -2% | -9% | 3% | 6% | -6% | -15% | 0% | -2%
O=S(=O)(c1ccc(Cl)cc1)N1CCC(N2CCOCC2)CC1 | 14% | 3 | -2% | 0% | -4% | 3% | -9% | 4% | 7% | 0% | 2%
COc1ccc(CNC(=O)CCCn2nc(C)c3c(C)n(-c4ccc(C)cc4)nc3c2=O)cc1OC | -9% | -10 | 1% | -7% | 12% | 1% | -10% | 7% | -19% | 4% | 0%
CCOc1c(OC(C)=O)ccc(/C=C2\N=C(SCC)SC2=O)c1[N+](=O)[O-] | 1% | 1 | 3% | 0% | 15% | -9% | -4% | 2% | -21% | -1% | 0%
COc1ccc(Cl)cc1NC(=S)N1CCN(C(=O)C2CCCO2)CC1 (stereo not given) | 10% | -13 | 9% | -1% | -3% | 5% | -10% | 6% | -11% | 5% | 1%
O=C(COC(=O)C1=COCCO1)Nc1ccc([N+](=O)[O-])cc1C(F)(F)F | 2% | -11 | -5% | -7% | 13% | 5% | 1% | -5% | -28% | -2% | -7%
Cc1ccc(-c2noc(CCCC(=O)N3CCOCC3)n2)cc1 | 0% | -9 | -1% | 0% | -1% | 10% | -23% | -1% | -2% | -3% | 3%
S=C(NCc1ccco1)NCC1CCCO1 (stereo not given) | 2% | 5 | 1% | -2% | 5% | 0% | 6% | 2% | -3% | 3% | 5%
Cc1nc2ncnn2c(C)c1Cc1c(Cl)cccc1Cl | u | -27 | 3% | -9% | -24% | -8% | 15% | 4% | 22% | 3% | 4%
CCN(Cc1ccc2c(c1)OCO2)C(=O)CSc1ncnc2sccc12 | -8% | 7 | 4% | -5% | 17% | 6% | 0% | -3% | 14% | -1% | 9%
N=C(N)SCc1nc2ccccc2c(=O)n1-c1ccccc1Cl | -5% | 12 | 4% | -4% | -24% | 14% | u | -1% | -23% | 154%[activator] | 4%
Cc1ccc(-c2ccc(OCC(=O)N3CCOCC3)cc2)cc1 | 0% | -15 | 0% | 2% | 2% | x | u | -1% | -1% | -3% | 14%
CN1C(C(=O)NCc2ccc(OC(F)(F)F)cc2)CC2Cn3c(nc4ccccc43)C21 (stereo not given) | -4% | -3 | 5% | -3% | -10% | -5% | -2% | -12% | 20% | 5% | -13%
O=[N+]([O-])c1cc(S(=O)(=O)N2CCCC2)ccc1NCCc1ccccc1 | 1% | -8 | 0% | -3% | -5% | -3% | -2% | -8%[46.1 µM] | 12% | 2% | 1%
CC1(C)Oc2ccc3ccc(=O)oc3c2[C@@H](O)[C@@H]1O | -8% | 5 | 2% | 0% | -6% | 2% | u | 4% | 15% | 8% | 1%
O=c1[nH]cc(S(=O)(=O)NCc2ccccc2)c(=O)[nH]1 | -4% | -2 | 3% | -7% | -5% | -3% | 17% | 0% | 21% | 3% | 10%
O=c1[nH]c(O)c(/C=C2\C=Nc3ccccc32)[nH]1 | u | -16 | 11% | -5% | -6% | 5% | u | 5% | -18% | 0% | 0%
Nc1ccc2nc(-c3ccccc3)[nH]c2c1 | u | -3 | -4% | -3% | u | 3% | u | -2% | -5% | 206%[activator] | -4%
N#CC1=C(N)Oc2n[nH]c(-c3ccccc3)c2C1c1ccncc1 (stereo not given) | 5% | 1 | 1% | -5% | 0% | -1% | 2% | 0% | 9% | -1% | -3%
Clc1cccc(Cl)c1CO/N=C/c1cccs1 | -1% | 7 | 2% | -4% | -22% | -2% | -9% | -2% | 6% | 1% | -1%
N/C(=N\OC(=O)CC1CCCCC1)c1ccccn1 | u | 1 | -1% | -8% | -30% | -2% | u | -3% | -3% | 4% | -2%
CN(C(=O)c1cccc(C(=O)N(C)c2ccccc2)c1)c1ccccc1 | 0% | -7 | 0% | -2% | 11% | -3% | 8% | -1% | 9% | 0% | -5%
COc1ccc(-c2nnc(SCc3nc4ccccc4s3)n2C(C)C)cc1 | -1% | 2 | 0% | -1% | 21% | 24% | u | -9% | -20% | 7% | 16%
Cc1cc(NC(=O)CCC(=O)N(CC(=O)NCC2CCCO2)c2ccccc2)no1 (stereo not given) | 1% | -4 | -4% | 0% | 1% | 1% | 7% | -2% | -8% | 2% | -4%
CCCCOC(=O)C1CCCC(C(=O)OCCCC)N1 (stereo not given) | u | -2 | 0% | -2% | -11% | -7% | 6% | -3% | -7% | 0% | 3%
Cc1ccccc1NC(=O)NC1(C(=O)N2CCOCC2)CCCCC1 | -5% | -6 | -11% | 0% | 1% | 2% | 5% | 2% | 4% | 0% | 1%
CCOc1ccccc1NC(=S)NCCc1ccc(F)cc1 | -2% | -9 | 0% | 1% | 8% | -1% | -10% | -6% | 10% | 2% | -4%
COc1ccccc1NC(=O)CN1CCOCC1 | u | -5 | -2% | -4% | 1% | -2% | -3% | 1% | 11% | -10% | 0%
O=C1Cc2ccccc2C(=O)N1c1ccc(F)cc1Cl | 10% | -6 | 0% | 0% | -9% | 1% | -1% | 1% | 27% | -1%[11.5 µM] | -2%
O=C(NC1C(=O)NNC1c1ccc(Cl)cc1)c1ccc(F)cc1 (stereo not given) | -6% | 5 | -2% | 1% | 1% | 5% | -1% | 1% | -11% | 1% | -5%
O=C(Cc1ccccc1)Nc1ccccc1C(=O)N1CCCCC1 | 6% | 17 | 2% | 0% | 9% | 2% | u | 10% | 18% | 2% | 0%
COC(=O)Nc1ccc(S(=O)(=O)N2CCC(C(=O)NCc3ccc4c(c3)OCO4)CC2)cc1 | -4% | -14 | -28% | -2% | 1% | 16% | u | -2% | 0% | 2% | x
Cc1ccc(-c2nn(-c3cc(N4CCNCC4)ccc3[N+](=O)[O-])c(=O)c3ccccc23)cc1 | -5% | -5 | 1% | -1% | -13% | 0% | -10% | 4% | -75%[inhibitor] | -14% | -2%
O=C(COc1ccc(Br)cc1)Nc1cc(S(=O)(=O)N2CCCCC2)ccc1N1CCCCC1 | 2% | 11 | -1% | -1% | 0% | -3% | -14% | -32%[inhibitor][46.1 µM] | -16% | -1% | -4%
CCCC1CCC(=NNS(=O)(=O)c2ccc(C)c([N+](=O)[O-])c2)CC1 (stereo not given) | 0% | 1 | 6% | -3% | -1% | 2% | 9% | 2%[46.1 µM] | 9% | -12% | -3%
O=C(CCCOc1ccccc1)Nc1nncs1 | -5% | -3 | -7% | -8% | -2% | 5% | u | x | 0% | 2% | 1%
CC(=O)c1nc(N2C(=O)C3CC=C(C)CC3C2=O)sc1C (stereo not given) | u | 6 | -1% | -2% | 11% | -2% | 4% | -1% | 15% | 0% | -6%
O=C(NC(=S)NN1CCCCC1c1cccnc1)c1ccc(Br)cc1 (stereo not given) | -4% | -4 | -7% | 0% | -2% | -5% | u | 2% | -3% | 0% | -9%
Cc1ccc(S(=O)(=O)N2CCN(CC(=O)N/N=C/C=C/c3ccccc3)CC2)cc1 | 1% | -10 | -3% | -1% | -6% | -5% | -11% | 3%[46.1 µM] | 32% | -2% | 1%
CN(C)C(=O)c1nc2ccc(Cl)cn2c1CN1CCCC(OCc2cccnc2)C1 (stereo not given) | -13% | -3 | 0% | -9% | -3% | 1%[11.5 µM] | 1% | -7% | -30% | 7% | -1%
